# AmpC inh detg – qHTS Inhibitors of AmpC Beta-Lactamase (assay with detergent); AmpC hydrolysis of nitrocefin, absorbance 480 nm, 0.01% Triton; Potency, µM (series often up to 114 µM), for the others: at the top dose activity change, negative = inhibition, usual class: inhibitors; 0.041% of 370,000 active;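 further: potency means the concentration at half of the fitted maximal effect; 0% = no-compound wells and -100% = no-enzyme wells; nearly all actives have a fitted effect of over 25% in size; some results filed as inactive show a strong effect at the top dose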
# Target sequence (P00811 whole entry, looked up): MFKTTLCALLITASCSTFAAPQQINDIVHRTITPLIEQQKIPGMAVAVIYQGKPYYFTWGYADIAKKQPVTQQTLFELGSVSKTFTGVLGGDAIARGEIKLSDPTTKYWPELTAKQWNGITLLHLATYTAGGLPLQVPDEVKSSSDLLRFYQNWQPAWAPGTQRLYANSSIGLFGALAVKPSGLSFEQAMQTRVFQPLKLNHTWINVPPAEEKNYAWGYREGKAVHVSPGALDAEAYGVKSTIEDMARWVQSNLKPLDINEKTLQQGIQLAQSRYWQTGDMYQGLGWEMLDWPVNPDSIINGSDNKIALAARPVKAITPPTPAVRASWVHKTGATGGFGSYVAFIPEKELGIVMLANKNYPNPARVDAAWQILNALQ
#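 20 mM phosphate pH 7.0 + 0.01% (detergent screen) or 0.0001% Triton X-100; 5.3 nM AmpC reagent; cpd preinc 15 min RT; nitrocefin (800 uM stock) to start; A480 q20 s × 4 min; Activity was normalised to no-enzyme and no-compound control wells.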
# Sm TGR inh – qHTS Assay for the Inhibitors of Schistosoma Mansoni Peroxiredoxins | Schistosoma mansoni thioredoxin glutathione reductase (TGR), Q962Y6 | purified TGR, DTNB reduction, TNB absorbance 405 nm | Potency, µM (doses to about 114 µM), without a hit: at the top dose activity change, negative = inhibition, actives largely listed as inhibitors | 3% of 360,000 active; further: potency means the concentration at half of the fitted maximal effect; nearly all actives have a fitted effect of over 60% in size
#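 TGR 20 nM + NADPH 100 uM (dispensed conc.), cpd preinc 15 min RT; start with NADPH (500 uM addition) then DTNB (15 mM addition). Kinetic TNB absorbance, 405 nm filter. Four-parameter Hill fit across titration.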
# FBPA Giardia inh – qHTS Assay for Inhibitors of Fructose-1,6-bisphosphate Aldolase from Giardia Lamblia | A8B2U2 | purified Giardia FBPA | Potency, µM (titrated, usually from 59.6 µM), for inactives: at the top dose activity, negative = inhibition, most hits filed as inhibitors | 0.71% of 290,000 active | AID 2451, 2010; further: potency means the concentration at half of the fitted maximal effect; nearly all actives have a fitted effect of over 55% in size
# Target sequence (A8B2U2 whole entry, looked up): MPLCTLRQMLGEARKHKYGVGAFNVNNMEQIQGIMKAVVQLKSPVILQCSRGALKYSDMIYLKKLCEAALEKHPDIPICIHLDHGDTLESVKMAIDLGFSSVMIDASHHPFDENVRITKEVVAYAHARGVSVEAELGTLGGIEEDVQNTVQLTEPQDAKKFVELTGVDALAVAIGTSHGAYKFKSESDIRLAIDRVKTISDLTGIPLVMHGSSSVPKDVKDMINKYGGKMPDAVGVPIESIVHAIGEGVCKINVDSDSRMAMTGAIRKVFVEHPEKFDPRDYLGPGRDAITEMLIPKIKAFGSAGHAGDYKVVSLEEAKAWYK
#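 Giardia FBPA (40 nM reagent) was preincubated 10 min at RT with compound (up to 57.5 uM final), then substrate plus GAPDH/TPI/NAD/arsenate coupling system with diaphorase/resazurin was added; resorufin fluorescence (525/598 nm) was read after 20 min.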
# HCMV inh – qHTS Assay for inhibitors of the human cytomegalovirus (HCMV); HFF cells, HCMV-luciferase reporter, 72 h; hits give low values; activity change, negative = inhibition, % at 57.5 µM; 4.5% of 410,000 active; AID 1259415, 2018; in the data active means activity change below about -60%; inconclusive means no clear call, values can overlap the other calls; inactive means above about -39%
#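 Screen run at 2 compound doses on HFFs infected with reporter HCMV, MOI 1 PFU/cell. Luciferase activity from cell lysates at 72 h post infection gave inhibition relative to buffer-only and Salinomycin wells.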
# AmpC inh no detg – qHTS Inhibitors of AmpC Beta-Lactamase (assay without detergent); P00811; 0.52% of 330,000 active; Potency, µM (titrated, usually from 57.1 µM), for inactives: at the highest dose activity change, negative = inhibition, usual class: inhibitors; AID 485341, 2010; AmpC nitrocefin hydrolysis, absorbance 480 nm, 0.0001% Triton;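 further: potency means the concentration at half of the fitted maximal effect; plate controls were no compound for no effect and no enzyme for full effect; nearly all actives have a fitted effect of over 20% in size; some results filed as inactive show a strong effect at the top dose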
#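 AmpC (5.3 nM in the dispensed reagent) in 20 mM phosphate pH 7.0 with 0.01% (detergent screen) or 0.0001% Triton X-100 was preincubated with compounds for 15 min at room temperature. Nitrocefin was then added from an 800 uM solution, and hydrolysis was followed at 480 nm.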
# HCV inh – qHTS Assay for Inhibitors of Hepatitis C Virus (HCV); Potency, µM (series often up to 41.8 µM), without a hit: at the highest dose activity change, negative = inhibition, actives largely listed as inhibitors; AID 651820, 2012; Huh7.5.1 HCVcc-Cre infection, luciferase reporter, 44 h; 3.4% of 340,000 active; further: potency means the concentration at half of the fitted maximal effect
#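 Infectious HCVcc-Cre (~0.5 moi) was added to cells just after compound, with cells seeded 4 h earlier at 1,000 per well. Luciferase activity after 44 h culture reported infection; substrate was incubated 15 min at room temperature before reading.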
# An asterisk follows results filed as active; ? = inconclusive; . = not tested or not shown; & = joins results of further samples; [ ] = remark or other dose. Unless noted, the call rests on the fitted dose curve; in most records, active means well fitted curve in the direction sought with a large enough effect; inconclusive means small, poorly fitted or top-dose-only effect, or another doubt; inactive means no such curve, though single readings can be large; an effect the other way counts as inactive or inconclusive. Unless noted, on the % scale 0 is the no-effect control and ±100 the full control effect. Compounds as they come. Share with any hit: about 9.9%.
SMILES,AmpC inh detg,Sm TGR inh,FBPA Giardia inh,HCMV inh,AmpC inh no detg,HCV inh
C/C(CC(=O)NCCCN1CCOCC1)=N\NC(=O)COc1ccc(Cl)cc1,?,7.9%,-7.7%,-24.6,-45.4%,10.7%
CC1C=CCC2C(=O)N(c3ccccc3OC(=O)c3cccs3)C(=O)C12 (configuration not stated),5.9%,-9.4%,-1.3%,?,-1.2%,9.8%
O=C(CCn1c(=O)c2ccccc2n(CC(=O)NC2CCCC2)c1=O)NCc1ccco1,-7.6%,0.4%,2.5%,2.9,-4.1%,11.6%
Cc1cccc[n+]1CC(=O)Nc1ccc([N+](=O)[O-])cc1,0.9%,-3.5%,-22.3%,35.7,-16.5%,-6.9%
O=C(COc1ccccc1[N+](=O)[O-])N1CCN(CCc2ccccn2)CC1,2.2%,-6.5%,.,7.3,.,.
NC(=O)c1ncn([C@@H]2O[C@H](CO)[C@@H](O)[C@H]2O)c1O,-9.9%,15.0%,-0.5%&-5.1%,-5.7,-15.2%,?
C#CCOCCOCCOCCNc1nc(N2CCN(C(=O)[C@H]([C@@H](C)CC)n3cc([C@@H](N)Cc4ccc(O)cc4)nn3)CC2)nc(N2CCN(C(=O)[C@H]([C@@H](C)CC)n3cc([C@@H](N)CC(C)C)nn3)CC2)n1,3.6%,-23.1%,-7.5%,26.7,183.4%[activator],-3.1%
CN(C(=O)CN1CCC(NC(=O)c2ccccc2Br)CC1)C1CCCCC1,3.6%,-1.4%,-1.1%,-4.8,-8.0%,-6.4%
Cc1ccc(-c2nc(C(F)(F)F)cc(=O)[nH]2)cc1,-0.9%,8.0%,-2.9%,73.6,-12.4%,-9.3%
Cc1cccc(N2C(=O)CSC23CCCCC3)c1,0.3%,6.0%,7.0%,?,-5.7%,-0.5%
Cc1ccccc1C(=O)NC1(C(F)(F)F)N=C(c2ccccc2)N(C2CCCCC2)C1=O (configuration not stated),-1.1%,1.5%,.,-102.4*,.,.
CCC(c1nnnn1CCc1ccccc1)N1CCN(c2ccc(OC)cc2)CC1 (configuration not stated),?,5.0%,-6.4%,-17.7,13.5%,-10.9%
Cc1ccc(-c2csc3nc4c5ccccc5c(NCCCN5CCOCC5)nn4c(=O)c23)cc1,-3.9%,.,2.6%,.,-13.3%,.
CCS(=O)(=O)Nc1cc(-c2cn3ccc(C)cc3n2)ccc1C,22.5%,-1.1%,.,79.5,.,.
CC(C)c1onc(C(=O)N2CCC(C(N)=O)CC2)c1[N+](=O)[O-],5.3%,-19.2%,9.8%,-9.9,-2.5%,7.7%
O=C(COc1cccc2cccnc12)N/N=C/c1ccccc1O,-2.5%,-20.3%,21.5%,?,-17.1%,?
COc1cc(NC(=O)C2CC(=O)NC3=C2C(=O)CC(C)(C)C3)c(OC)cc1Cl (configuration not stated),2.6%,-14.9%,7.1%,-1.5,-0.2%,2.2%
CCn1c(=O)c2sccc2n2c(CCCC(=O)N3CCN(c4ccccc4OC)CC3)nnc12,-2.3%,0.2%,.,?,.,.
CS(=O)(=O)ON=C1CCN(S(=O)(=O)c2ccccc2)CC1,6.3%,-0.3%,4.2%,-11.0,-14.5%,2.9%
O=C(NCC(=O)N1CCOCC1)c1ccc(Cl)cc1,-5.6%,-3.1%,.,28.9,-18.3%,16.6%
O=C(Nc1ccccc1N1CCOCC1)c1cccnc1,5.7%,5.1%,5.5%,1.4,-18.8%,5.0%
NS(=O)(=O)c1ccc(NC(=O)c2ccc(CSc3ccccc3)o2)cc1,-2.2%,-8.8%,9.3%,30.0,1.6%,5.5%
COc1cc(NC(=O)c2cc([N+](=O)[O-])ccc2N2CCOCC2)ccc1NC(=O)c1ccco1,3.5%,-8.4%,.,28.2,97.5%[activator],?
CC1CN(C(=O)c2cc(S(=O)(=O)N3CCCC3)c(Cl)cc2Cl)CC(C)O1 (configuration not stated),4.0%,-3.0%,2.1%,20.4,?,-3.4%
CN1CCC(=NNC(=O)c2ccc(N(Cc3ccccc3Cl)S(C)(=O)=O)cc2)CC1,?,-10.8%,5.4%,-13.0,-21.2%,10.6%
CS(=O)(=O)c1ccc2nc(NC(=O)CCNC(=O)c3ccc([N+](=O)[O-])cc3)sc2c1,-16.6%,-13.5%,.,-21.2,-13.2%,?
CN1CCN(S(=O)(=O)c2cc([N+](=O)[O-])ccc2Cl)CC1,6.4%,-30.8%,-3.8%,-13.1,-11.1%,27.1%
Cc1[nH]nc(SCC(=O)N2CCC(C)CC2)c1[N+](=O)[O-],-4.0%,-5.9%,-20.7%,10.3,-12.8%,13.0%
Cc1ccc(NCCC(=O)c2ccc(Br)cc2)cc1,-1.2%,7.08µM*,4.9%,-22.3,-21.3%,0.4%
Cc1ccnn1C(C)C(=O)O (configuration not stated),1.0%,-17.4%,-10.5%,26.5,-17.4%,0.7%
O=C1C=C(c2ccoc2)N2CCC[C@H]2C1,.,.,.,12.9,-5.9%,4.1%
CC[N+](C)(C)c1cccc(O)c1,-1.9%,-5.6%,8.9%,-3.2,-14.5%,1.9%[8.37 µM]
O=C(Nc1ccccc1)c1nc[nH]c1C(=O)NCCCCCCNC(=O)c1[nH]cnc1C(=O)Nc1ccccc1,.,.,.,6.0,-17.3%,17.6%
CCC1(CC)C(=O)NC(=O)NC1=NCCc1ccc(O)cc1,2.0%,5.6%,-0.7%,-68.0*,-6.0%,-9.3%
O=C(Nc1ccccc1C(F)(F)F)c1cc(-c2ccc3c(c2)OCCO3)on1,-4.3%,1.7%,.,70.1,.,.
CCCCc1nnc(NC(=O)Cn2cnc3ccccc3c2=O)s1,-10.3%,2.8%,3.4%,-31.6,77.7%[activator],12.0%
Cc1ccc(CCNC(=O)C2CCN(S(=O)(=O)N3CCC4(CC3)OCCO4)CC2)cc1,-3.3%,-0.2%,3.0%,-15.3,-1.5%,1.1%
CC1(NC(=O)c2cc(-c3cccs3)nn2-c2ccccc2)CCS(=O)(=O)C1 (configuration not stated),-14.8%,-2.0%,.,7.9,22.5%,-14.4%
CCOC(=O)N1CCN(C(=O)CSc2nc3c(cnn3-c3ccccc3)c(=O)[nH]2)CC1,?,11.4%,-0.8%,-4.0,2.2%,-0.3%
CC(C)CNC(=S)NNC(=O)CC(C)O (configuration not stated),?,-8.3%,-6.0%,-17.9,-2.3%[2.29 µM],5.2%
Cc1cccc(NCC(=O)c2c(N)n(C)c(=O)n(C)c2=O)c1C,-4.7%,-9.8%,-21.9%,24.0,0.2%,-4.1%
COc1ccc(NC(=O)C2C(=O)N(CCO)C3(C)CC2c2ccccc2O3)cc1 (configuration not stated),-5.1%,-0.6%,?,42.8,-6.0%,5.9%
Cn1c(=O)[nH]c(=O)c2c1nc(Br)n2CCSc1nnnn1-c1ccccc1,1.4%,-28.3%,-0.8%,-7.0,-17.8%,14.6%
CCCCSc1nc(-c2cccc(OC)c2)nc2c1Cc1c(CO)cnc(C)c1O2,22.7%,?,.,-3.5,.,.
COc1ccccc1C(O)(c1ccccc1)C(CN1CCOCC1)c1ccccc1 (configuration not stated),-3.1%,4.9%,-6.4%,?,93.9%[activator],?
O=C(c1c[nH]c2ccc(S(=O)(=O)N3CCC4(CC3)OCCO4)cc2c1=O)N1CCOCC1,-0.9%,6.7%,10.5%,-17.8,-12.5%,20.2%
CC(C)C(=O)Nc1ccccc1N1CCN(C(=O)c2ccccc2)CC1,?,-0.8%,-2.2%,-18.7,-1.7%,2.3%
CCN(CC)c1ccc(CNc2nc3ccccc3n2CCN2CCCCC2)cc1,-12.9%,0.6%,3.8%,-98.7*,-4.6%[2.29 µM],11.2µM*
COc1ccc(Cc2nnc3sc(SCC(=O)Nc4ccccc4)nn3c2=O)cc1OC,1.5%,6.9%,.,-6.4,-19.3%,-1.1%
CC(=O)c1ccc(NC(=O)C2CC(=O)N(C(C)C)C2)cc1 (configuration not stated),-3.2%,1.2%,1.8%,15.7,-14.1%,9.8%
CCOC(=O)c1ccc(CN(Cc2ccc(F)cc2)S(=O)(=O)c2ccc(F)c(C(=O)Nc3ccccc3C(F)(F)F)c2)cc1,-4.5%,-0.9%,.,43.5,.,.
COc1ccc(N2CCN(C(=O)CCNS(=O)(=O)c3ccccc3)CC2)cc1,?,24.5%,0.7%,-22.3,-0.5%,4.4%
COc1cc2[nH]c(=S)n(Cc3ccc(F)cc3)c(=O)c2cc1OC,-7.1%,0.6%,0.0%,-63.8*,-10.3%,-14.5%
COc1ccccc1OCc1ccc(C(=O)N2N=C(C(F)F)CC2(O)C(F)F)o1 (configuration not stated),0.3%,?,0.4%,29.6,-16.9%,16.7%
O=C(Nc1ccccc1)c1sc(Cl)nc1-c1ccccc1,-5.8%,-8.9%,2.9%,12.6,-24.2%,-9.0%
COc1ccc(CCNc2c(C=O)c(=O)[nH]c3ccccc23)cc1OC,-9.9%,1.4%,11.9%,-30.6,-3.0%,9.7%
Cc1nn(-c2ccc3nnc(C)n3n2)c(C)c1CCC(=O)Nc1ccc(OC(F)(F)F)cc1,2.3%,2.4%,.,-23.5,.,.
O=[N+]([O-])c1ccc(C2CC(c3ccccc3)=Nc3ccccc3S2)cc1 (configuration not stated),-5.5%,-14.3%,?,82.1,-44.5%,-17.1%
Cc1ccc(CCNS(=O)(=O)c2c(C)nc3sc(C)c(C)n3c2=O)cc1,-7.1%,11.8%,.,2.4,.,.
CN(C)c1ccc(NC(=O)CSc2nnc(C3CCCCC3)n2N)cc1,-7.0%,-35.4%,12.6%,25.3,-9.6%,7.6%

# Pulled by structure from above (six):
SMILES,AmpC inh detg,Sm TGR inh,FBPA Giardia inh,HCMV inh,AmpC inh no detg,HCV inh
O=C(c1c[nH]c2ccc(S(=O)(=O)N3CCC4(CC3)OCCO4)cc2c1=O)N1CCOCC1,-0.9%,6.7%,10.5%,-17.8,-12.5%,20.2%
Cc1ccc(CCNS(=O)(=O)c2c(C)nc3sc(C)c(C)n3c2=O)cc1,-7.1%,11.8%,.,2.4,.,.
O=[N+]([O-])c1ccc(C2CC(c3ccccc3)=Nc3ccccc3S2)cc1 (configuration not stated),-5.5%,-14.3%,?,82.1,-44.5%,-17.1%
CN(C)c1ccc(NC(=O)CSc2nnc(C3CCCCC3)n2N)cc1,-7.0%,-35.4%,12.6%,25.3,-9.6%,7.6%
CC(C)C(=O)Nc1ccccc1N1CCN(C(=O)c2ccccc2)CC1,?,-0.8%,-2.2%,-18.7,-1.7%,2.3%
Cc1nn(-c2ccc3nnc(C)n3n2)c(C)c1CCC(=O)Nc1ccc(OC(F)(F)F)cc1,2.3%,2.4%,.,-23.5,.,.
